Rpn11 inh – Rpn11 (PSMD14) deubiquitinase inhibitors, primary screen, biochemical, fluorescence polarization, uHTS; 26S proteasome non-ATPase regulatory subunit 14 (Homo sapiens), O00487; human 26S proteasome, Ub4-pepOG fluorescence polarization; 20S core pre-blocked with epoxomicin; calls only at 20 µM; 360,000 compounds, 0.59% hits;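 active means inhibition at 20 µM, scaled to each plate's controls, above about 33%, limit read from the data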
MsrA inh – bovine MsrA enzyme inhibitors, primary screen, biochemical, absorbance, HTS; Methionine sulfoxide reductase A (Bos taurus); purified bovine MsrA, absorbance read-out; inhibition, % at 15.5 µM; 360,000 compounds, 0.75% hits; in the data active means inhibition above about 4.5%;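 further: 0% = vehicle wells with enzyme and 100% = reference inhibitor wells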
Scp1 inh – Scp-1 phosphatase inhibitors, primary screen, biochemical, colorimetric, uHTS. Carboxy-terminal domain RNA polymerase II polypeptide A small phosphatase 1 (Homo …. AID 493091, 2011. Recombinant Scp1, phosphopeptide, malachite green phosphate absorbance. inhibition, % at 20 µM. 340,000 compounds, 0.88% hits;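 active means inhibition above about 50% at 20 µM, limit read from the data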;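 further: plate controls were DMSO wells with enzyme for no effect and wells lacking enzyme for full effect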
Target sequence (Q9GZU7 76-261 limits assumed): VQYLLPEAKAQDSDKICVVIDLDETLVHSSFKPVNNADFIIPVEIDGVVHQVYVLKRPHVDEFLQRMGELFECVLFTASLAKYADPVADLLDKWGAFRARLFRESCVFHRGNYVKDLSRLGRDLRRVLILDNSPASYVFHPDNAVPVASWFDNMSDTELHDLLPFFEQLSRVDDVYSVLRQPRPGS
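Incubation: 45 min enzyme reaction at room temperature / System: truncated SCP-1 phosphatase (76-261aa) / Reagent: Phospho 17-mer peptide substrate / Buffer or medium: Acidic Tris acetate buffer with magnesium and detergent / Signal: absorbance at 630 nm / Doses: one concentration, 20 µM, with 1.0% DMSO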
CSN deneddyl inh – inhibitors of CSN-mediated cullin deneddylation, primary screen, biochemical, fluorescence polarization, uHTS | COP9 signalosome complex subunit 5 (Homo sapiens), Q92905 | Purified CSN, SCF-Nedd8-OG deneddylation | inhibition, % at 12.5 µM | 360,000 compounds, 0.38% hits | AID 651999, 2013;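 active means pattern-corrected inhibition above about 35%, with an unprinted fluorescence ratio check between 0.5 and 1.5, limit read from the data, passing the limit was not always enough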;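 further: 0% = enzyme with substrate and 100% = substrate without enzyme; some results filed as inactive read as strong as hits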
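assay system = purified human Csn5 enzyme expressed in HEK293T cells | amount = 0.24 nM enzyme | buffer or medium = Tris/NaCl/DTT buffer, pH 7.5 | reagent = 10 nM SCFSkp2-Nedd8OG | compound = one concentration, 12.5 µM, 0.25% DMSO | times = 90 min reaction at room temperature | signal = FP | read-out basis = % inhibition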
LMPTP inh – LMPTP phosphatase inhibitors, primary screen, biochemical, fluorescence intensity, uHTS | Low molecular weight phosphotyrosine protein phosphatase (Homo sapiens), P24666 | recombinant LMPTP-A, OMFP fluorogenic substrate | inhibition, % at 20 µM | 360,000 compounds, 0.22% hits;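 active means compounds that cut the enzyme signal by at least half of the control window in the single-dose screen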;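 further: plate controls were DMSO wells with enzyme plus substrate for no effect and substrate without enzyme for full effect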
Target sequence (P24666 whole entry, looked up): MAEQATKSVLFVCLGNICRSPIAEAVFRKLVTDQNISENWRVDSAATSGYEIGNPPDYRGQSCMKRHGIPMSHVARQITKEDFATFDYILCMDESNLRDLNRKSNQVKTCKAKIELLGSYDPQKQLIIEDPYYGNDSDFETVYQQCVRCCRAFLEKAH
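Assay system: LMPTP-A phosphatase enzyme | Input: 0.625 nM enzyme | Also added: Fluorogenic phosphatase substrate OMFP at 400 µM final | Compound dosing: One test concentration per compound, 20 µM, with 3% DMSO overall | Schedule: 50 min enzyme reaction at room temperature, protected from light | Signal: Fluorescence intensity | Benchmarks: no-enzyme and uninhibited controls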
TbMetRS inhib – T. brucei MetRS inhibitors, primary screen, biochemical, luminescence; methionyl-tRNA synthetase (Trypanosoma brucei brucei); purified T. brucei MetRS, ATP depletion, Kinase-Glo luminescence; inhibition, % at 11.9 µM; 360,000 compounds, 0.4% hits;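 active means inhibition above a per-plate cutoff of the control wells' mean inhibition plus 3 SD, cut at about 5.5% in these data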;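 further: 0% = DMSO wells median and 100% = median of wells with control inhibitor compound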
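Dosing: 11.9 µM compound single dose, 0.9% DMSO; Assay system: purified T. brucei MetRS enzyme; Measured by: Kinase-Glo luciferase luminescence reporting remaining unconsumed ATP; Schedule: 15 min plus 2 h at 25 °C.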
DNMT1 block – human DNMT1 methyltransferase inhibitors, primary screen, biochemical, molecular beacon, fluorescence, HinP1I cleavage, uHTS. DNA (cytosine-5)-methyltransferase 1 (Homo sapiens), P26358. inhibition (reported as % activation of signal), % at 10 µM. 360,000 compounds, 0.83% hits. AID 588458, 2011; in the data active means inhibition above about 50%
SUMO1 PPI mod – modulators of SUMO1 protein-protein interactions, primary screen, biochemical, uHTS; inhibition, % at 20 µM; SUMO1 binding to a labelled peptide, TR-FRET, 1 h; Small ubiquitin-related modifier 1 (Homo sapiens), P63165; 360,000 compounds, 0.33% hits; in the data active means inhibition above about 37%
Target sequence (P63165 whole entry, looked up): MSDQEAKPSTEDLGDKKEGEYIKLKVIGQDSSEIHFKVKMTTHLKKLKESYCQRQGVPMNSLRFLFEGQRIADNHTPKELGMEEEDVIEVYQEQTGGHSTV
NadD block – inhibitors of S. aureus NadD, primary screen, biochemical, colorimetric, uHTS. Nicotinate-nucleotide adenylyltransferase NadD (Staphylococcus aureus N315). 360,000 compounds, 0.78% hits. inhibition, % at 20 µM. purified NadD enzyme, colorimetric absorbance read-out. AID 602399, 2012; in the data active means inhibition above about 26%; further: some compounds past the cut are filed as inactive
STEP block – STEP phosphatase inhibitors, primary screen, biochemical, fluorescence intensity, uHTS; 360,000 compounds, 0.25% hits; recombinant STEP, OMFP fluorogenic substrate; inhibition, % at 20 µM; Tyrosine-protein phosphatase non-receptor type 5 (Homo sapiens), P54829;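 active means inhibition at 20 µM, scaled per plate between control wells, above about 37%, limit read from the data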;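 further: 0% = DMSO with enzyme and substrate and 100% = substrate only without enzyme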
Target sequence (P54829 whole entry, looked up): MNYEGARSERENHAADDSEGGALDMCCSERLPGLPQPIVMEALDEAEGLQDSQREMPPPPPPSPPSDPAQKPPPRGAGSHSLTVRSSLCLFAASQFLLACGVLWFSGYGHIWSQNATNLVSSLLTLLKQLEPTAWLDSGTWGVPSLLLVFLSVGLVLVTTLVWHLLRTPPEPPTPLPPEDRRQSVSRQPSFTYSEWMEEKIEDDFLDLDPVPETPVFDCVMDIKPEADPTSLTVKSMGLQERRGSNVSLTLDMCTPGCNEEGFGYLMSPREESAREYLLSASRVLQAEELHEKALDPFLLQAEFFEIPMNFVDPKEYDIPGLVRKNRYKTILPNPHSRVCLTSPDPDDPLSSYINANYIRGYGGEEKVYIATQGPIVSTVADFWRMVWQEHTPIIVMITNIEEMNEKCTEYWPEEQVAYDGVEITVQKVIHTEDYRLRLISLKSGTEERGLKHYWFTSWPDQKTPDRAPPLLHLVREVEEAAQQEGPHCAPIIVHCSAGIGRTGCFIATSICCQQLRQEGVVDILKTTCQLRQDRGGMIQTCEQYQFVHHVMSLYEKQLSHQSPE
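Material: STEP (striatal-enriched tyrosine phosphatase) enzyme, cell-free | Medium: 50 mM Bis-Tris pH 6.0 with 2.5 mM DTT and 0.005% Tween 20 | Read-out: Percent inhibition scaled to no-enzyme and uninhibited-enzyme controls, plate-pattern corrected | Signal: Fluorescence read at 480 nm ex / 540 nm em | Times: 20 min reaction, room temperature, in the dark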
Numbers without * were called inactive; i = inactive; . = not tested or not shown.

SMILES | Rpn11 inh | MsrA inh | Scp1 inh | CSN deneddyl inh | LMPTP inh | TbMetRS inhib | DNMT1 block | SUMO1 PPI mod | NadD block | STEP block
Cc1cc(-n2c(C)cc(C(=S)N3CCOCC3)c2C)ccc1Br | i | 1.9 | 7 | -10 | 1.6 | -0.3 | -1 | 1 | -1 | -3
O=C(NCC1COc2ccccc2O1)C1C2C=CC3(CN(Cc4ccccc4Cl)C(=O)C13)O2 (centres undefined) | i | -1.8 | -6 | 4 | -0.5 | 0.2 | -5 | -3 | 1 | 0
Cc1cc(C)n(-c2nc3ccccc3nc2N2CCN(S(=O)(=O)c3cccc(C#N)c3)CC2)n1 | i | 0.9 | 19 | 2 | 1.7 | -0.9 | 0 | -6 | 2 | 3
O=C(NC(C(=O)N/N=C/c1ccncc1)c1n[nH]c(=O)c2ccccc12)c1ccccc1 (centres undefined) | i | -0.8 | -2 | -1 | -0.9 | -0.8 | -8 | -4 | 1 | -2
CSCCC(C(=O)OC1CCOC1=O)N1C(=O)c2ccccc2C1=O (centres undefined) | i | 1.1 | 2 | 4 | 1.3 | -0.4 | 2 | -3 | 2 | 3
CCCCn1c(N)c(N(CCOC)C(=O)COC(=O)C(C)(C)Oc2ccc(Cl)cc2)c(=O)[nH]c1=O | i | -0.8 | -4 | -2 | -0.6 | -0.2 | 2 | 3 | -2 | 0
COc1ccccc1NC(=O)CCS(=O)(=O)c1ccc2c(c1)oc(=O)n2C | i | -0.8 | 17 | -3 | -1.0 | 0.7 | 0 | 1 | -1 | -3
Cc1oc2cc(Br)c(O)c(Br)c2c1C(=O)c1ccccc1 | i | 0.5 | -19 | 2 | -0.4 | 2.1 | 0 | 2 | -4 | 0
CCNC(=O)C1(C)CCCN(C(=O)C2(c3ccc(Cl)cc3)CCCC2)C1 (centres undefined) | i | 0.1 | . | 0 | 0.7 | -0.5 | -1 | 0 | 2 | 3
O=C(Nc1c(-c2cccs2)nc2ccccn12)c1ccccc1F | i | 2.4 | -9 | -3 | 0.7 | -0.2 | 3 | -1 | -1 | -3

Record cards (already shown). Order of values: Rpn11 inh	MsrA inh	Scp1 inh	CSN deneddyl inh	LMPTP inh	TbMetRS inhib	DNMT1 block	SUMO1 PPI mod	NadD block	STEP block
`O=C(NCC1COc2ccccc2O1)C1C2C=CC3(CN(Cc4ccccc4Cl)C(=O)C13)O2` (centres undefined) as listed: i	-1.8	-6	4	-0.5	0.2	-5	-3	1	0
`CCNC(=O)C1(C)CCCN(C(=O)C2(c3ccc(Cl)cc3)CCCC2)C1` (centres undefined) as listed: i	0.1	.	0	0.7	-0.5	-1	0	2	3
`CCCCn1c(N)c(N(CCOC)C(=O)COC(=O)C(C)(C)Oc2ccc(Cl)cc2)c(=O)[nH]c1=O` as listed: i	-0.8	-4	-2	-0.6	-0.2	2	3	-2	0

The results go on.
SMILES | Rpn11 inh | MsrA inh | Scp1 inh | CSN deneddyl inh | LMPTP inh | TbMetRS inhib | DNMT1 block | SUMO1 PPI mod | NadD block | STEP block
O=C(Cc1nc2ccccc2[nH]c1=O)c1ccccc1 | i | 1.6 | -5 | -3 | -1.0 | -0.7 | 2 | -15 | -5 | -10
O=C(CN(Cc1ccco1)C(=O)CNS(=O)(=O)c1ccccc1)NC1CCCCC1 | i | 0.1 | 4 | -3 | -1.9 | -0.8 | 1 | -3 | -4 | -3
CCOC(=O)c1c(NC(=O)c2cccnc2Cl)sc(C(=O)N(C)C)c1C | i | 1.6 | -3 | 0 | -0.5 | -0.7 | -3 | -2 | 3 | 1
Cc1ccc(-n2nnc3c(=O)n(CC(=O)N4CCCC4)cnc32)cc1 | i | . | -6 | -1 | 0.8 | 0.1 | 3 | 0 | 5 | 0
CCCc1nc2c(C)cc(Br)cn2c1Cc1cccc(F)c1 | i | 0.3 | . | 4 | 1.0 | -0.6 | 4 | 21 | -4 | 0
S=C(NCCN1CCOCC1)Nc1cccc(Cl)c1 | i | -0.3 | 0 | -7 | -1.5 | -0.6 | 2 | 1 | 1 | 1
CCOc1cc(CNC(=O)CN2C(=O)c3ccccc3S2(=O)=O)ccc1OC | i | 1.0 | 25 | 4 | -1.7 | 0.7 | -4 | 1 | 2 | 1
CCOc1ccc(CSc2nc(C)cc(COC)c2C#N)cc1OCC | i | -0.9 | -17 | 1 | 2.1 | -0.8 | -1 | 7 | -2 | 6
Cc1nn(C)c(C)c1Sc1ccccc1N | i | 0.3 | -5 | 2 | -2.3 | -0.3 | -1 | 6 | -5 | 7
CN(C)CCn1c(=O)n(C2CCCCC2)c(=O)c2c3c(sc21)CCCCC3 | i | -1.1 | 7 | 1 | 2.1 | -0.6 | -1 | -3 | -13 | 1
NS(=O)(=O)c1ccc(CCNC(=O)C2CCN(S(=O)(=O)c3ccc(Br)s3)CC2)cc1 | i | -0.7 | 0 | 1 | 0.4 | -1.1 | 3 | -1 | -4 | 1
COc1ccc(/C=C2\SC(=S)N(CCC(=O)NC3=NCCS3)C2=O)cc1OC | . | 1.0 | 3 | -2 | 1.2 | -0.3 | -11 | -24 | 5 | -1
CC(=O)c1ccc(N2CCN(C(C)C(=O)NC3CCCc4ccccc43)CC2)cc1 (centres undefined) | i | 3.3 | 1 | -3 | -1.2 | -0.2 | -4 | -1 | -1 | -1
CC(O)Cc1nsc(NC(=O)c2ccc(Br)o2)n1 (centres undefined) | i | 4.1 | -5 | -1 | -1.3 | -0.5 | 2 | -2 | -1 | -5
COc1cccc2cc(C(C)N(CCCN3CCOCC3)C(=O)Nc3ccc(Cl)cc3)oc12 (centres undefined) | i | -0.8 | -2 | 2 | 0.2 | -0.3 | 0 | 2 | -6 | 0
c1coc(CN2CCN(C(c3cccs3)c3nnnn3C3CCCC3)CC2)c1 (centres undefined) | i | 0.5 | 6 | 2 | -3.1 | -1.0 | 2 | -1 | -2 | -4
Cc1noc(C)c1/C=N/Nc1ccccn1 | i | 0.8 | 9 | -3 | 0.9 | -0.2 | 0 | -7 | 0 | 3
O=C(O)c1ccc(N/N=C/c2ccc(-c3cccc(Cl)c3)o2)cc1 | i | 1.5 | -12 | 7 | 4.0 | 1.0 | 1 | 6 | 0 | 0
O=C(CCCOc1ccccc1)Nc1cccc(S(=O)(=O)N2CCCCCC2)c1 | i | -0.4 | -10 | 0 | 3.2 | -0.4 | -4 | 0 | 3 | -1
COC(=O)[C@H](Cc1c[nH]c2ccccc12)NC(=O)Nc1ccccc1OC | i | -1.4 | -7 | -6 | 0.6 | 0.0 | 1 | 6 | -4 | -2

Copied from the list.
Under NadD block, NS(=O)(=O)c1ccc(CCNC(=O)C2CCN(S(=O)(=O)c3ccc(Br)s3)CC2)cc1 reads -4
Under NadD block, O=C(CCCOc1ccccc1)Nc1cccc(S(=O)(=O)N2CCCCCC2)c1 reads 3

(continued)
SMILES | Rpn11 inh | MsrA inh | Scp1 inh | CSN deneddyl inh | LMPTP inh | TbMetRS inhib | DNMT1 block | SUMO1 PPI mod | NadD block | STEP block
COc1ccc(S(=O)(=O)NCC(=O)N(CC(=O)NCC2CCCO2)c2c(C)cccc2C)cc1 (centres undefined) | i | 1.3 | 13 | 3 | 0.9 | -1.6 | 2 | 1 | -3 | -3
O=C1CC(=O)C(n2cncn2)C(c2c(F)cccc2Cl)C1 (centres undefined) | i | -0.6 | -7 | 0 | -0.1 | 0.2 | -1 | -1 | 2 | -2
COc1cc(OC)c(OC)cc1CNC(=O)c1cc(=O)[nH]c2ccccc12 | i | -0.4 | 6 | 2 | 0.1 | 0.0 | 2 | 2 | 0 | -2
COc1ccc(C2=NN(c3ccccc3)C(=O)/C2=C\c2ccc(O)c(OC)c2)cc1 | i | 2.9 | -6 | 0 | 2.6 | -0.2 | -24 | -11 | 14 | -1
CCN(CC)S(=O)(=O)c1ccc(N2CCCC2)c(NC(=O)CSCc2c(C)noc2C)c1 | i | 1.5 | . | 20 | -7.7 | 0.0 | -3 | -30 | 5 | -2
O=C(O)c1cccc(NC(=O)c2ccc3c(c2)C(=O)N(c2ccccc2)C3=O)c1 | i | 0.1 | -12 | 7 | -1.5 | -0.3 | -2 | -19 | -6 | 1
CC(=O)NCC(=O)OCC(=O)c1ccc(C)cc1 | i | -0.7 | 2 | -3 | -0.6 | -0.1 | -1 | 1 | 3 | 1
O=C1NC[C@H](CCCCN2C[C@H](Cc3ccc(O)cc3)N(CC3CCCCC3)C(=O)C2=O)N(CC2CCCCC2)C1=O | . | -0.1 | . | -4 | -0.2 | 0.0 | . | -3 | 18 | .
Cc1cc(=O)oc2cc(OCC(=O)N3CCN(C(=O)c4ccco4)CC3)ccc12 | i | 1.5 | -3 | -9 | -0.2 | -0.7 | 0 | 3 | -3 | -1
CCN1CCN(CC(=O)Nc2cc(C)on2)CC1 | i | -1.2 | 0 | -1 | -4.0 | -0.8 | 0 | -5 | 2 | 2
COc1ccc(CNC(=O)CSc2nnc(C)c(=O)[nH]2)cc1 | i | -0.2 | -2 | 0 | -0.8 | -0.6 | -2 | -5 | -7 | -1
Cc1ccc(C(=O)NC(=S)Nc2ccc(-c3ccc(CO)o3)cc2)cc1 | i | 1.4 | -6 | 10 | 2.3 | 0.0 | -18 | 6 | 0 | 0
Cc1ccc(Cl)cc1N1CCN(C(=S)NCCc2ccccc2)CC1 | i | 3.0 | 0 | 3 | 2.8 | 1.3 | 5 | -2 | -8 | 8

Screening data from PubChem BioAssay.
